Screening results: PubChem BioAssay, several laboratories
NPY-Y1 PAM-ag – NPY-Y1 receptor potentiators or agonists, primary screen, cell-based; Neuropeptide Y receptor type 1 (Homo sapiens), P25929; NPY-Y1 expressing cells, potentiator/agonist activation; activation, % at 3.6 µM; hit rate 0.37% among 220,000; in the data active means activation above about 33%, passing the limit was not always enough;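 further: cells stimulated with NPY at EC10 then isoproterenol at EC100; 0% = low agonist plus stimulus and 100% = saturating agonist plus stimulus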
Target sequence (P25929 whole entry, looked up): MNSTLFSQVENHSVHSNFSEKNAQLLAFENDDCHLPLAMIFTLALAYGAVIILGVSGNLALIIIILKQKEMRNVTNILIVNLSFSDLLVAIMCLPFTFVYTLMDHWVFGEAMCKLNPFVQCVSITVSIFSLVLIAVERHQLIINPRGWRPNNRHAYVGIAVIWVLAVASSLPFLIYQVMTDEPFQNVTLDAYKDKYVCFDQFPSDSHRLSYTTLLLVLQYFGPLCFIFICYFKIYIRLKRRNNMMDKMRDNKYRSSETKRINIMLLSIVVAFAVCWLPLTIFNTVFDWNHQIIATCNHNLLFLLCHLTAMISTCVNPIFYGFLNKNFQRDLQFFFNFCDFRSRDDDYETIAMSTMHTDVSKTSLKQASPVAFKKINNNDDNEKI
S1P4 ag – S1P4 receptor agonists, primary screen, cell-based | activation, % at 4.98 µM | hit rate 0.35% among 220,000 | Sphingosine 1-phosphate receptor 4 (Homo sapiens), O95977 | S1P4-expressing cell line, agonist reporter assay; in the data active means activation above about 11%;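 further: 0% = DMSO vehicle and 100% = reference agonist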
CHOP inh – inhibitors of CHOP promoter induction, primary screen, cell-based, unfolded protein response, luciferase reporter | CHO-K1 CHOP-promoter luciferase, tunicamycin-induced, 15-18 h | inhibition, % at 10 µM | hit rate 3.8% among 220,000;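 active means compounds that reduced the stress-induced luciferase reporter signal by more than about 70% of percent inhibition, limit read from the data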;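 further: 0% = tunicamycin plus vehicle and 100% = wells without tunicamycin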
NPY2 pot ag – NPY-Y2 potentiators or agonists, primary screen, cell-based. hit rate 0.45% among 220,000. AID 1359, 2008. activation, % at 3.6 µM. cells expressing NPY-Y2, potentiator/agonist read-out. Neuropeptide Y receptor type 2 (Homo sapiens), P49146; in the data active means activation above about 27%;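 further: cells stimulated with NPY near EC25 plus isoproterenol at EC100; 0% = vehicle plus submaximal agonist and 100% = vehicle plus saturating agonist; some results beyond the cut were filed as inactive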
S1P4 antagonist – S1P4 receptor antagonists, primary screen, cell-based; Sphingosine 1-phosphate receptor 4 (Homo sapiens), O95977; S1P4-expressing cells, antagonist mode, reporter read-out; inhibition, % at 4.98 µM; hit rate 0.26% among 220,000; in the data active means inhibition above about 29%;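 further: 0% = wells stimulated with agonist and 100% = vehicle wells without agonist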
NPY-Y1 antag – NPY-Y1 receptor antagonists, primary screen, cell-based. hit rate 1% among 200,000. HEK293-CNG Y1 cells, membrane potential fluorescence; NPY at EC95, then isoproterenol. inhibition, % at 3.6 µM. AID 1040, 2008. Neuropeptide Y receptor type 1 (Homo sapiens), P25929;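 active means inhibition above the campaign mean inhibition of all tested compounds plus 3 SD, cut at about 20% in these data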;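 further: 0% = DMSO wells given NPY plus isoproterenol and 100% = isoproterenol alone without NPY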
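material = HEK293 cells with Y1 receptor plus CNG channel | also added = NPY 25 nM then isoproterenol 1 µM plus Ro 20-1724 25 µM | schedule = dye 3 h, compound 60 min room temperature, stimulation 45 min | measured by = membrane potential fluorescence | benchmarks = high control isoproterenol alone, low control NPY with isoproterenol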
TRPN1 ag – zebrafish TRPN1 channel agonists, primary screen, cell-based, HEK293, calcium fluorescence | transient receptor potential cation channel N1 (TRPN1/NompC), Danio rerio | HEK293 zebrafish TRPN1-YFP, Fluo-8 calcium fluorescence; 100% = response to 87 µM carbachol | activation, % at 3 µM | hit rate 0.18% among 220,000 | AID 1424, 2008;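 active means activation above its plate's cutoff, the mean activation of test wells on that plate plus 3 SD, cut at about 19% in these data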;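 further: 0% = DMSO alone and 100% = 87 µM carbachol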
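Material: zebrafish TRPN1-YFP in HEK293 cells; Doses: single test compound dose, 3 µM nominal, 0.3% DMSO; Timing: dye loading 1 h at 37 °C, then 30 min room temperature; Technique: intracellular calcium fluorescence with Fluo-8; Benchmarks: high carbachol 87 µM, low DMSO alone.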
EP2 modulator – EP2 receptor modulators, cAMP readout, primary screen, cell-based, HTRF cAMP, PGE2 stimulation. Prostaglandin E2 receptor EP2 subtype (Homo sapiens), P43116. EP2-expressing cells, cAMP HTRF FRET, PGE2 co-stimulation. induction, % at 25 µM. hit rate 0.83% among 260,000. AID 940, 2007;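 active means compounds whose cAMP rise, as percent of the full-agonist control response, exceeds 60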;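 further: rat C6 glioma line stably carrying human EP2 under a CMV promoter; the protocol text gives 20 µM as final concentration; 100% = response of wells given 1 µM PGE2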
TRPML3 agonist – human TRPML3 channel agonists, primary screen, cell-based, HEK293 TRPML3-YFP, Fluo-8 calcium fluorescence, 3 µM. hit rate 0.29% among 220,000. AID 1448, 2008. 100% = the carbachol control signal. Mucolipin-3 (Homo sapiens), Q8TDD5. activation, % at 3 µM;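 active means activation above its plate's cutoff, the mean activation of the plate's test wells plus 3 SD, cut at about 12% in these data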;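 further: 0% = DMSO only wells and 100% = carbachol wells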
Target sequence (Q8TDD5 whole entry, looked up): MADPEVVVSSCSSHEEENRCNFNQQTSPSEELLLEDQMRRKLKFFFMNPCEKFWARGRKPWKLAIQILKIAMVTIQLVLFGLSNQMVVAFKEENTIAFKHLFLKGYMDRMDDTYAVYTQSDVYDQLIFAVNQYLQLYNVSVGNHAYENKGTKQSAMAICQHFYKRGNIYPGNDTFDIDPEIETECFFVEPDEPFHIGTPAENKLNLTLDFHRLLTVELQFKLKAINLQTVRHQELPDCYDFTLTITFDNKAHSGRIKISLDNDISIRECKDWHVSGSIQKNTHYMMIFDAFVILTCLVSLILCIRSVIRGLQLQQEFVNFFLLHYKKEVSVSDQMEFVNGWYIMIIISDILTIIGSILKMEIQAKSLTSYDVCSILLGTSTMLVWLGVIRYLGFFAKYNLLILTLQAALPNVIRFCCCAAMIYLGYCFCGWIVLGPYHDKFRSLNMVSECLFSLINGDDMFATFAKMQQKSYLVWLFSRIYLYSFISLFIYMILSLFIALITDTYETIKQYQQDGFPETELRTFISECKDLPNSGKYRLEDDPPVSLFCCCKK
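Material: HEK293 cells stably carrying human TRPML3-YFP; compound dosing: single dose, 3 µM final nominal compound, 0.3% DMSO final; incubation: 1-h 37 °C dye load, 5-s basal, 120-s post-compound reads; technique: Fluo-8 intracellular calcium fluorescence, excitation 470-495 nm, emission 515-575 nm; read-out basis: percent activation from peak-to-basal fluorescence ratio, scaled between DMSO and carbachol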
The depositor's hits bear a star; . = no result given; & = joins results of further samples.

SMILES	NPY-Y1 PAM-ag	S1P4 ag	CHOP inh	NPY2 pot ag	S1P4 antagonist	NPY-Y1 antag	TRPN1 ag	EP2 modulator	TRPML3 agonist
C=C(C)COc1ccc2c3c(c(=O)oc2c1OCC(=C)C)CCC3	-13.5	0.9	73.2*	-15.2	1.9	18.2	-0.6	45.0	0.0
Brc1ccc2ncc(Br)cc2c1	-6.8	0.9	29.6	15.5	-12.6	1.6	0.5	-0.2&24.6	0.9
S=C(NCCc1c[nH]c2ccccc12)NC1CCCCC1	9.5	-2.1	-26.2	4.0	15.2	-1.4	2.4	-70.5	0.1
Cc1nc2ccc(NC(=O)c3cccnc3)cc2s1	5.7	0.4	0.1	5.8	-11.8	-6.1	-0.7	-2.2	-0.1
Cc1cccc(OCCn2c(S(=O)(=O)O)nc3ccccc32)c1	-11.7	-0.7	16.7	-0.3	6.7	11.7	0.9	16.2	0.3
O=C(CSc1ccc(Cl)cc1)NC(=O)NCc1ccco1	22.4	0.9	42.5	-1.8	-1.4	-0.5	-2.0	2.5	-1.3
CCOC(=O)Cn1c(CN2CCN(c3cccc(Cl)c3)CC2)nc2c1c(=O)[nH]c(=O)n2C	-25.1	1.0	5.1	9.7	-2.2	-2.5	-1.3	-5.1	-1.2
O=C1CCCC2=C1C(c1cccc(O)c1)C1=C(N2)c2ccccc2C1=O (configuration not stated)	19.7	0.8	27.1	-6.4	-2.8	-0.3	-0.9	-3.9	0.3
Cc1cc(=O)oc2ccc(OCC(=O)N(Cc3ccc(F)cc3)Cc3ccco3)cc12	-25.8	-2.2	44.0	1.0	5.8	15.7	0.5	1.6	0.1
C/C(N)=C(/C#N)C(=O)CSc1nc2ccccc2[nH]1	-19.7	0.1	15.7	-10.3	-11.4	-2.3	-0.5	-8.5	0.7
Cc1ccc(N(C)S(=O)(=O)c2cccc(C(=O)Oc3ccc4c(C)cc(=O)oc4c3)c2)cc1	-9.1	3.5	-1.3	14.8	0.7	-6.6	0.9	-27.8	0.7
CCc1ccccc1N1CCN(S(=O)(=O)c2cc(OC)ccc2OC)CC1	15.6	1.7	32.0	14.0	-5.2	4.8	-1.0	20.2	0.4
Oc1ccc(Cc2ccc(Cl)cc2)c(O)c1	6.6	1.8	16.3	15.5	2.4	.	0.5	-16.3	0.1
CS(=O)(=O)N(CC(=O)NC1CCCC1)C1CCCCC1	1.4	1.8	39.9	-13.9	-1.6	3.2	0.7	6.4	0.5
CC(=O)Nc1nonc1-c1nc2ccccc2n1Cc1ccccc1	-25.6	2.3	38.9	-32.3	0.7	6.0	-4.0	7.4	-1.4
Oc1ccc2oc3c(c2c1C=NCc1ccncc1)CCCC3	9.0	0.7	16.5	3.4	-8.9	.	0.3	-8.5	0.0
CC1CN(C(=O)CSc2nnc3c(Cl)cc(Cl)cn23)CC(C)O1 (configuration not stated)	-10.0	1.5	-5.1	8.7	-10.3	-7.0	0.4	16.6	1.2
Cc1nn(-c2ccccc2)c2sc(C(=O)NNC(=O)COc3ccccc3)cc12	-32.8	-3.1	-27.8	-5.4	3.1	-0.1	-0.5	11.9	0.1
O=c1nc2n(c3cc(Cl)c(S(=O)(=O)N4CCOCC4)cc13)CCCCC2	-9.1	0.7	39.6	9.4	-2.7	-3.9	0.3	12.3	0.5
O=C(Nc1ccc2c(c1)OCO2)C1CCCCN1S(=O)(=O)c1ccc(F)cc1 (configuration not stated)	-4.2	2.1	-6.8	-1.0	-1.2	4.1	0.1	-8.4	-0.5
COc1ccccc1CNC(=O)C(CCSC)NC(=O)C1CCC(C)CC1 (configuration not stated)	13.4	2.8	39.2	-1.8	-0.7	3.9	-1.8	28.8	-0.6
COc1cc(OC)c(NC(=O)CCc2nc(-c3cccs3)no2)cc1Cl	-1.3	1.1	15.3	-7.2	-3.2	2.3	1.8	-31.8	0.3
FC(F)(F)c1ccc(CSc2nccn2-c2ccccc2)cc1	4.8	-0.9	-2.0	-16.6	11.8	5.0	-0.5	14.8	-1.1
COC(=O)c1sccc1NC(=O)Nc1ccc(Cl)c(Cl)c1	-15.0	0.6	13.6	-17.1	-0.6	0.1	2.8	-22.3	0.3
CCOC(=O)c1ccc(NC(=O)C2CCN(C(=O)c3ccc(OC)c(OC)c3)CC2)cc1	-3.3	0.1	3.5	15.9	-24.4	-5.2	-0.1	-2.3	0.5
COC(=O)C1CCN(C(=O)CSc2nc3ccc(OC)cc3[nH]2)CC1	-12.5	1.6	6.8	12.5	-8.8	-2.7	-0.3	24.2	0.4
COc1ccc(OC)c(NC(=O)c2ccno2)c1	-1.2	9.3	-6.2	-24.0	11.4	-3.6	-1.1	-12.9	0.1
CCC(C)c1ccccc1NC(=O)Cc1coc2cc3c(cc12)CCC3 (configuration not stated)	-4.3	1.0	64.2	-6.9	-19.9	1.4	-1.1	56.9	0.2
Nc1ncc2c(n1)CC(c1ccco1)CC2=O (configuration not stated)	20.8	-0.9	57.2	7.8	-6.0	0.2	0.7	-0.3	0.7
CCCCn1cc(C(=O)c2cc(Br)ccc2O)cc(C#N)c1=O	30.5	-0.9	41.5	10.6	-10.1	-3.2	6.7	-9.7	0.6
Cc1cc(Oc2ccc(=O)n(C)n2)nc(Oc2ccc(=O)n(C)n2)n1	1.2	0.1	11.5	-2.3	-16.9	1.9	1.5	8.5	1.1
COc1ccc(/C=C\C(=O)NCc2ccc3[nH]c(C)cc3c2)cc1OC	-19.8	0.6	-1.0	-4.4	-5.5	-3.2	-0.7	-60.6	0.2
COn1c2c(c3c4no[n+]([O-])c4ccc31)CCCC2	-14.9	-1.5	13.8	3.3	14.9	6.1	-0.8	8.3	0.4
CSc1nnc(-c2cccs2)n1C	3.3	0.3	10.4	-7.8	-0.7	-2.5	0.2	13.2	0.9
COc1cccc(CN(Cc2ccco2)C(c2ccc(F)cc2)c2nnnn2C(C)(C)C)c1 (configuration not stated)	7.1	0.8	47.8	0.6	-4.9	31.1*	0.5	1.0	25.5*
Cc1cc(C)c(NC(=S)NC(NC(=O)c2ccccc2)C(Cl)(Cl)Cl)c(C)c1 (configuration not stated)	-50.1	2.1	68.7	-18.2	-10.7	17.6	-1.4	23.6	-0.2
O=C(O)c1ccccc1CSc1nc2ccccc2n1Cc1ccccc1C(=O)O	-2.4	0.8	7.8	-1.7	-5.8	-2.2	0.0	22.1	0.5
CONc1nc2nonc2nc1NOC	8.5	0.6	3.2	1.6	-3.5	-1.1	2.6	22.6	1.2
CCc1ccc(NC(=S)NCc2cccnc2)cc1	13.8	3.2	3.0	-24.4	-9.3	.	2.6	-7.2	-0.1
CC(C)OCCCNC(=O)C1CCC(=O)N1C(C)C (configuration not stated)	9.5	0.9	12.4	11.0	1.9	-6.0	0.7	21.2	0.9
O=C(CCS(=O)(=O)c1ccc(Br)s1)NC1CCCCCC1	-18.7	0.8	-19.9	-2.7	-8.9	1.1	-0.8	22.9	0.4
O=C(N/N=C/c1ccc[nH]1)c1ccccc1OCc1ccc(F)cc1	-26.9	0.2	3.1	-54.5	-53.2	.	-1.2	20.4	-0.2
Cc1ccc(NS(=O)(=O)c2ccc(NC(=O)c3cccs3)cc2)cc1	17.3	0.4	77.3*	22.0	-19.5	-8.2	1.7	-43.1	1.4
CCn1c(-c2cc(-c3ccccc3)sc2N)n[nH]c1=S	19.1	0.8	5.8	10.1	-7.8	.	-2.5	-16.0	-0.3
Cn1/c(=N/N=C/c2ccccn2)sc2ccccc21	2.4	1.0	38.3	-9.3	-19.7	-0.7	-1.2	-31.3	-0.2
C/C(=N\O)C(C)(C)Nc1ccc(F)cc1	-8.9	-0.5	-5.2	-13.2	1.5	.	1.2	-4.2	0.4
COc1cccc(CNC(=O)c2cc(COc3c(F)cccc3F)on2)c1	-11.3	-1.3	-11.0	-28.3	-4.4	7.5	-2.4	-9.0	-0.8
Cc1ccnc(NS(=O)(=O)c2cnc(Cl)c(Br)c2)c1	2.0	-1.0	34.4	5.9	-4.9	-2.1	-1.1	20.6	0.2
CCOc1cc(-c2nc3ccccc3s2)ccc1O	2.4	4.3	0.9	-0.8	11.8	.	-1.7	-34.1	-0.5
COc1cc(/C=C(/C#N)C(=O)c2c(C)[nH]c3ccccc23)ccc1OCC#N	10.0	1.2	-6.6	-8.8	2.9	.	2.2	2.6	0.6
Brc1cc(Br)c2nc(-c3cccs3)ccc2c1	-15.8	-0.1	69.3	-2.5	-3.2	5.6	0.8	37.4	0.2
Clc1ccccc1CNc1ncnc2nc[nH]c12	-10.9	0.0	18.1	2.1	8.4	3.5	0.6	-12.8	0.4
Cc1ccc(C)c(N2CCN(S(=O)(=O)c3ccc4[nH]c(=O)c(=O)[nH]c4c3)CC2)c1	12.7	1.5	6.0	-12.9	-1.9	6.9	-0.9	-10.0	-0.9
NC(=O)CCn1c(=O)oc2ccccc21	0.0	0.7	-2.2	6.9	-3.6	7.7	1.3	-7.9	0.5
Cc1cc2sc3ccccc3c(=O)c2c(C)c1O	-10.7	0.8	24.3	-17.7	-6.6	-2.6	0.4	-89.7	-0.5
O=c1[nH]c(CSc2ncnc3sccc23)nc2ccccc12	-8.6	1.4	29.9	-10.0	-1.0	.	1.5	-4.9	-0.1
O=C(COc1ccccc1)NNC(=O)c1cc2ccccc2oc1=O	0.4	1.4	-8.8	1.3	-11.9	-1.6	0.7	8.4	0.7
COc1ccc(NC(=O)CN(c2ccc(C)cc2)S(=O)(=O)c2c(C)nn(C)c2C)cc1OC	-9.5	1.7	19.0	-0.7	-14.1	3.6	3.2	-14.5	1.0
CCOc1cc(C2C3=C(CCCC3=O)Nc3nc(C(=O)OC)nn32)ccc1OC (configuration not stated)	12.5	-1.1	15.8	7.4	-11.0	-0.9	0.0	9.3	0.4

Nothing new here: entries from further up.
SMILES	NPY-Y1 PAM-ag	S1P4 ag	CHOP inh	NPY2 pot ag	S1P4 antagonist	NPY-Y1 antag	TRPN1 ag	EP2 modulator	TRPML3 agonist
COc1ccc(NC(=O)CN(c2ccc(C)cc2)S(=O)(=O)c2c(C)nn(C)c2C)cc1OC	-9.5	1.7	19.0	-0.7	-14.1	3.6	3.2	-14.5	1.0
CCOc1cc(C2C3=C(CCCC3=O)Nc3nc(C(=O)OC)nn32)ccc1OC (configuration not stated)	12.5	-1.1	15.8	7.4	-11.0	-0.9	0.0	9.3	0.4
